GPR55 antagonists = GPR55 antagonists blocking LPI-driven arrestin recruitment, primary screen, imaging, U2OS, beta-arrestin-GFP, LPI agonist (AID 2013); inhibition, % at 10 µM, or IC50 in µM where a hit was titrated; hit rate 0.13% among 290,000; G-protein coupled receptor 55 (Homo sapiens); U2OS GPR55 beta-arrestin-GFP translocation imaging, LPI antagonism; higher % means a stronger effect;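 active = spots per cell inhibited over 60%, with over 100 cells counted and total cytoplasm intensity under 500,000; inconclusive = wells with under 100 cells, flagged as likely toxic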;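 also: U2OS cells stably carrying GPR55 and arrestin-GFP stimulated by 5 µM LPI near EC80; imaged beta-arrestin-GFP aggregate spots per cell after agonist stimulation; plate controls were LPI-stimulated DMSO wells for no effect and DMSO wells without LPI for full effect; some results filed as inactive read as strong as hits; confirmed hits need IC50 under 10 µM and bright autofluorescent wells are also inconclusive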
Rac1 GTP hydrolysis = MgcRacGAP GTPase-activating activity inhibitors, confirmation, biochemical, ADP Hunter fluorescence; hit rate 0.6% among 340,000; MgcRacGAP-stimulated Rac1 GTP hydrolysis, ADP Hunter fluorescence; higher % means a stronger effect; GST-tagged Rac1 F28L mutant substrate; inhibition, % at 30 µM, or IC50 in µM where a hit was titrated; AID 624330, 2012; Rac GTPase-activating protein 1 (Homo sapiens);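 active = first-screen hits whose inhibition reached a set limit at any dose in the follow-up dose series; inconclusive = inhibition above the set first-screen limit but never retested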;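 also: fluorescence reports GDP produced by GAP-driven GTP hydrolysis; strong numbers were not always called active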
PhoP inhibition = inhibitors of PhoP regulon expression, primary screen, Salmonella Typhimurium, GFP reporter (AID 1863). S. Typhimurium PhoP-regulated promoter GFP reporter, 4 h; higher % means a stronger effect. inhibition, % at 50 µM; hits with a dose series show IC50 in µM. hit rate 0.16% among 300,000;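 active = inhibition over 29.93%, a cutoff 3 SD above the screen mean, later confirmed by dose response; inconclusive = inhibition over 29.93% but no dose response follow-up; inactive = inhibition at most 29.93% or unconfirmed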;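 also: 0% = low Mg2+ inducing control and 100% = high Mg2+ repressing control; strong numbers were not always called active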
UTI89 phage lysis = inhibition of K1F phage lysis, E. coli UTI89, bacterial capsule biogenesis inhibitors, alamar blue (AID 488966). inhibition, % at 100 µM, or IC50 in µM where a hit was titrated. hit rate 0.02% among 340,000. E. coli UTI89 K1F phage lysis, alamar blue, 2 h; higher % means a stronger effect;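 active = phage lysis inhibition, versus mean bacterial control, above a set limit; inconclusive = no clear call, values can overlap the other calls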;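 also: capsule biogenesis inhibitors block K1F phage lysis so surviving cells raise fluorescence; higher fluorescence means more inhibition of phage lysis; actives were called in the ten point dose series up to 300 µM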
RSV antiviral HEp-2 = RSV antiviral activity via CPE protection, HEp-2 cells, primary 10 µM value included (AID 2391); hit rate 0.13% among 310,000; HEp-2 cells, RSV-induced CPE inhibition; higher % means a stronger effect; CPE inhibition, % at 10 µM, or IC50 in µM where a hit was titrated; in the data active = a potency from the dose series; inconclusive = CPE inhibition mostly from about 23% at the one dose, without a potency; inactive = the rest, 99 in 100 with CPE inhibition below about 21%; also: strong numbers were not always called active
Large T inhibition = SV40 large T antigen inhibitors, biochemical (AID 1903); SV40 large T antigen ATPase/helicase inhibition assay; higher % means a stronger effect; hit rate 0.39% among 310,000; inhibition, % at 20 µM, or IC50 in µM where a hit was titrated; in the data active = a potency from the dose series; inconclusive = inhibition mostly from about 32% at the one dose, without a potency; inactive = the rest, 99 in 100 with inhibition below about 32%; also: strong numbers were not always called active
GPR35 antagonists = GPR35 antagonists blocking zaprinast-driven arrestin recruitment, primary screen, imaging, U2OS, beta-arrestin-GFP, zaprinast agonist (AID 2058); U2OS GPR35 beta-arrestin-GFP translocation imaging, zaprinast antagonism; higher % means a stronger effect; one-dose inhibition, % at 10 µM; IC50 in µM for titrated hits; hit rate 0.052% among 290,000; G-protein coupled receptor 35 (Homo sapiens);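 active = inhibition of at least 50% with at least 30 cells and total cytoplasm GFP at most 10,000,000; inconclusive = under 30 cells or total GFP of 10,000,000 plus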
HIV fusion peptide = inhibitors of HIV fusion peptide binding, primary screen, biochemical, uHTS, fluorescence dequenching (AID 1986). cell-free peptide binding, fluorescence dequenching, 30 min; higher % means a stronger effect. one-dose inhibition, % at 20 µM; IC50 in µM for titrated hits. hit rate 0.3% among 290,000; in the data active = inhibition mostly above about 52%, no sharp cut-off; inactive = mostly below about 76%; also: some results filed as inactive read as strong as hits
Dengue-2 NS5 capping = Dengue-2 NS5 methyltransferase inhibitors, primary screen, biochemical, confirmation dose response (AID 588689) | Dengue-2 NS5 methyltransferase capping enzyme assay, biochemical; higher % means a stronger effect | one-dose inhibition, % at 25 µM; IC50 in µM for titrated hits | hit rate 0.3% among 340,000; in the data active = a potency from the dose series; inconclusive = inhibition above about 29% without an active follow-up result
Dengue-2 NS5 capping pilot replicate = further read-out of Dengue-2 NS5 capping, marked with its call; inhibition, %; measured here: pilot screen replicate inhibition
* marks the source's active call; other numbers are inactive results; i = inactive; ? = inconclusive; / = not tested or not shown; [ ] = remark or other dose. The order is random, and some 1.5% of all compounds hit somewhere here.

SMILES	GPR55 antagonists	Rac1 GTP hydrolysis	PhoP inhibition	UTI89 phage lysis	RSV antiviral HEp-2	Large T inhibition	GPR35 antagonists	HIV fusion peptide	Dengue-2 NS5 capping	others
Cc1ccc(S(=O)(=O)N2CCOCC2)cc1C(=O)OCC(=O)c1ccc[nH]1	/	6%	/	0.7%[50 µM]	0.7%	/	/	/	-4%
COCCNC(=O)C(OC(=O)CC1Sc2ccccc2NC1=O)c1ccccc1 (configuration not stated)	-3%	3%	-6%	0.0%	1.7%	8%	?	2.2%	4%
C=CCOn1c(=O)c(-c2cccs2)[n+]([O-])c2ccccc21	-6%	-3%	8%	-0.6%	-1.4%	10%	11%	-2.4%	7%	Dengue-2 NS5 capping pilot replicate=2.4
O=C(NC1=NCCS1)c1ccc(N2CCCC2=O)cc1	7%	-12%	-16%	-0.8%	3.2%	3%	-10%	-1.2%	-9%
O=C(c1cc(S(=O)(=O)N2CCOCC2)ccc1Cl)N1CCC(Cc2ccccc2)CC1	/	1%	-2%	2.4%[50 µM]	15%	-3%	/	/	1%
CC(NC(=O)[C@H](C)NC(=O)N1CCn2c1nc1ccccc12)c1ccccc1 (some centres not stated)	-5%	7%	1%	0.7%	0.1%	11%	-13%	-0.5%	7%
COc1ccc(NC(=O)C2CC2)cc1S(=O)(=O)N1CCOCC1	/	5%	/	1.0%[50 µM]	-0.5%	/	/	/	-8%
Cc1cccc2c(N)c3c(nc12)CCCC3 (tested in a mixture with another compound)	-3%	17%	-2%	-0.6%	/	25%	7%	-0.4%	0%
COc1ccc2[nH]c(=S)cc(C)c2c1	-7%	11%	-3%	i	4.9%	29%	5%	-0.5%	4%
CCOC(=O)C1CCN(Cc2cccc(Oc3ccc(Cl)cc3)c2)CC1	9%	21%	4%	0.1%	2.4%	7%	-12%	-0.6%	-11%
CCOc1ccc(-c2cc(C(=O)N/N=C(\C)c3cccnc3)c3ccccc3n2)cc1	14%	5%	2%	-0.4%[50 µM]	1.3%	17%	8%	-1.8%	-6%
CCNc1nc(NCC)n2c(SCC(=O)Nc3ccc(OC)c(OC)c3)nnc2n1	/	3%	8%	1.0%[50 µM]	0.9%	19%	/	/	-2%
CC(C)=CCc1c(O)cc2oc3c(CC=C(C)C)c(O)c(O)c(CC=C(C)C)c3c(=O)c2c1O	27%	2%	1%	-0.5%	2.7%	-8%	-11%	42%	-6%
COc1ccc(-c2c(C)oc3ccc(C)cc23)cc1	4%	-1%	-8%	0.0%	-0.6%	0%	18%	0.4%	3%	Dengue-2 NS5 capping pilot replicate=0.6
CCOc1ccccc1CN1CCNC(=O)C1CC(=O)NCCc1ccccn1 (configuration not stated)	4%	9%	2%	-0.2%	0.2%	9%	7%	2.4%	-5%
NC(=O)CN1CCN(S(=O)(=O)c2ccc(Cl)cc2)CC1	-9%	10%	7%	-0.8%	0.1%	4%	-4%	0.8%	-1%
COc1ccc(Cc2nnc(NC(=O)c3cc(OC)c(OC)c(OC)c3)s2)cc1	-8%	14%	3%	-0.1%	-1.0%	8%	4%	0.3%	4%
O=C(NCCC1=CCCCC1)c1c(O)nc2sccn2c1=O	/	7%	-9%	-1.9%[50 µM]	0.3%	10%	/	/	1%
O=C(Nc1ccc(N2CCOCC2)cc1)c1ccc2c(c1)OCO2	-3%	5%	2%	-1.8%	-1.0%	12%	8%	-1.9%	-1%
CC(NC(=O)Nc1nccs1)(C(F)(F)F)C(F)(F)F	-11%	8%	1%	1.8%	0.6%	6%	7%	2.4%	-4%
Cc1ccc(CNC(=O)c2ccc(CNc3c(N4CCCC4)c(=O)c3=O)cc2)cc1	8%	8%	3%	0.0%	0.6%	6%	-3%	-1.7%	-3%
CC(=O)c1ccc(N2CCN(CC(O)COCc3ccco3)CC2)cc1 (configuration not stated)	-7%	13%	-6%	-0.2%	0.1%	7%	-13%	-1.1%	1%
O=C(NCCc1ccccn1)c1cccc(S(=O)(=O)N2CCCCCC2)c1	4%	7%	-4%	0.0%	2.9%	10%	8%	-1.3%	0%
Cn1nnnc1SCC(=O)NC1CCCC1	-1%	11%	-3%	-0.7%	2.2%	7%	9%	2.6%	-3%
CN(C)CCNC(=O)C1CCN(S(=O)(=O)c2ccc3ccccc3c2)CC1	20%	-2%	-3%	-0.1%	-1.1%	17%	16%	0.2%	1%
O=C(Nc1cccc(Cl)c1)OCCOc1ccccc1	12%	15%	8%	-0.4%	21%	-8%	9%	-0.4%	-2%
O=C(O)c1ccc(NCc2cccc(Br)c2)cc1	1%	3%	-7%	2.2%	2.6%	8%	-5%	0.0%	2%
OC[C@H](O)[C@H](O)[C@@H](O)[C@@H](O)[C@@H]1SC(c2ccccc2)=NN1c1ccccc1	19%	/	-1%	/	2.8%	15%	-9%	-0.3%	/
CC(C)(C)n1cnc(C(N)=O)c1N	-2%	2%	6%	0.1%	0.5%	14%	-7%	-0.4%	-6%
O=C(Nc1ccc(-c2nc3ccccc3o2)c(O)c1)c1cc(-n2cnnc2)ccc1Cl	-16%	6%	-1%	0.2%	1.2%	15%	0%	-0.5%	?
O=C(c1ccncc1)N1CCN(S(=O)(=O)c2ccc(F)cc2)CC1	1%	5%	5%	0.7%	1.2%	9%	16%	0.5%	-9%
CC1CCC(NC(=O)CSc2nncs2)CC1 (configuration not stated)	/	-5%	-1%	-0.1%[50 µM]	0.8%	13%	/	/	-7%
CC(NC(=O)CN1CCN(Cc2ccc(Cl)cc2)C1=O)c1ccc2c(c1)OCCO2 (configuration not stated)	15%	7%	3%	-1.8%	1.6%	0%	3%	-1.7%	-6%
CCN(CC)C(=O)CNC(=O)Cc1ccc(Cl)cc1	4%	6%	4%	5.0%	-0.4%	9%	1%	-1.7%	1%
CCCCn1c(SCN2C(=O)c3ccccc3C2=O)nc2cc(S(N)(=O)=O)ccc21	1%	16%	2%	1.0%	/	-15%	-7%	0.3%	-7%
O=C(/C=C/c1cccs1)NC1CC1	3%	7%	-3%	-0.3%	4.2%	28%	3%	4.3%	-8%
CCn1ncc(C2=NOC(C(=O)Nc3cnn(C45CC6CC(CC(C6)C4)C5)c3)C2)c1C (configuration not stated)	24%	3%	-6%	4.4%	-0.5%	16%	-9%	-1.7%	2%
COc1ccc(S(=O)(=O)N(C)c2ccc(C(=O)NCc3ccco3)cc2)cc1OC	7%	6%	1%	0.3%	2.7%	7%	6%	-1.4%	-5%
Cc1nn2c(NCC(C)C)c3c(nc2c1-c1ccccc1)CCC3	2%	9%	13%	5.7%	-1.0%	4%	6%	0.9%	-1%
Cc1cnc(C(=O)OC(C)C(=O)Nc2ccc(Oc3ccccc3)cc2)cn1 (configuration not stated)	/	4%	/	-0.1%[50 µM]	-0.1%	/	/	/	-7%
COc1ccc(S(=O)(=O)N2CCC(C(=O)N[C@@H](C)C(=O)NCc3ccncc3)CC2)cc1	5%	8%	0%	0.4%	1.8%	15%	-4%	-1.8%	6%
Cc1ccc(S(=O)(=O)Nc2ccc(C(=O)N3CCOCC3)cc2)cc1	-8%	1%	10%	0.7%	0.2%	-2%	-1%	-0.9%	-5%
COc1ccc(S(=O)(=O)Nc2c(C)nc3nc(C)[nH]n3c2=O)cc1	-15%	1%	4%	0.4%	-0.1%	-4%	8%	0.8%	-8%
Cc1nc(C(=O)Nc2ccc(Cl)cc2)sc1C1(C)CC(c2ccccc2)=NO1 (configuration not stated)	5%	9%	-5%	0.8%	14%	-3%	8%	-0.9%	-2%
CN1C(=O)Cc2cc(S(=O)(=O)N3CCN(c4ccc(Cl)cc4)CC3)ccc21	7%	13%	-9%	0.1%	1.0%	12%	-9%	2.1%	9%
CCOC(=O)Cc1csc(N/N=C/c2ccc(Cl)cc2)n1	0%	-8%	-2%	-0.5%	/	3%	-3%	-1.0%	-9%
COc1cc(NC(=O)c2cc(-c3ccco3)on2)cc(OC)c1OC	2%	6%	6%	0.0%	1.2%	0%	-5%	0.9%	-9%
COC(=O)c1ccc2c(=O)n(CCCCCC(=O)O)c(=O)[nH]c2c1	6%	5%	0%	3.3%	1.4%	8%	4%	1.4%	3%
COc1ccc(NC(=O)CC2C(=O)N(c3ccccc3)C(=O)N2CCc2cccs2)cc1 (configuration not stated)	-12%	8%	5%	0.2%	12%	16%	-16%	-0.6%	-9%
O=C(CSc1nnc(Nc2ccccc2F)s1)NC1CC1	/	-3%	/	0.4%	0.2%	/	/	/	-5%
CCOC(=O)CCNC(=O)N1CCCC(C(=O)c2cc(C)c(OC)c(C)c2)C1 (configuration not stated)	-7%	-1%	-2%	-0.1%	2.4%	5%	-12%	0.4%	-3%	Dengue-2 NS5 capping pilot replicate=0.6
CN(C(=O)CSc1n[nH]c(-c2cccs2)n1)C1CCS(=O)(=O)C1 (configuration not stated)	/	3%	-9%	0.7%[50 µM]	-0.5%	2%	/	/	1%
C[C@H](NC(=O)OC(C)(C)C)c1nnc(SCC(N)=O)o1	1%	6%	5%	0.1%	0.4%	-1%	10%	0.5%	-3%
COc1ccccc1NC(=S)NNC(=O)c1ccccc1	/	8%	/	0.0%	0.7%	/	/	/	-3%
O=C(NCc1ccc(F)cc1)C1CC(=O)N(C2CCCCC2)C1 (configuration not stated)	-20%	-13%	13%	0.1%	0.6%	8%	2%	0.2%	2%
C/C=C\C=C/C(=O)Nc1cccc(C2=NOC3(C2)C[C@@H](C(N)=O)N(C(=O)/C=C/C=C\C)C3)c1 (some centres not stated)	-19%	21%	-10%	-0.9%	-0.2%	32%	-10%	13%	-19%
COC(=O)c1c(NC(=O)COc2ncnc3ccccc23)sc(C)c1C	-2%	-11%	-1%	1.3%[50 µM]	11%	0%	-4%	3.3%	0%
Cc1ccc(OCc2nc3ccccc3n2C)cc1	0%	13%	-2%	0.3%	-2.9%	8%	1%	-2.8%	4%
O=C(CN(Cc1cccs1)C(=O)CNS(=O)(=O)c1ccc(F)cc1)NCC1CCCO1 (configuration not stated)	2%	2%	1%	-0.6%	1.8%	20%	1%	1.9%	4%
COc1ccc(Nc2cccccc2=O)cc1	28%	7%	7%	0.1%	3.3%	17%	27%	1.7%	-1%

Screening data (PubChem BioAssay)
